Screens from PubChem.
KCC2 mod: modulates chloride dependent transport by human KCC2; Q9H2X9; KCC2 cells, thallium flux FluoZin-2 fluorescence; B-score of Tl+ flux slope (higher = more flux/activation; lower = inhibition) at 10 µM; 190,000 tested, 2.2% active;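 active = thallium flux slope and its plate-corrected score both differing from the plate sample mean at a set confidence after two filtering rounds, in either direction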;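 note: slope of fluorescence scaled to starting intensity during 10 to 20 s after thallium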
Target sequence (Q9H2X9 whole entry, looked up): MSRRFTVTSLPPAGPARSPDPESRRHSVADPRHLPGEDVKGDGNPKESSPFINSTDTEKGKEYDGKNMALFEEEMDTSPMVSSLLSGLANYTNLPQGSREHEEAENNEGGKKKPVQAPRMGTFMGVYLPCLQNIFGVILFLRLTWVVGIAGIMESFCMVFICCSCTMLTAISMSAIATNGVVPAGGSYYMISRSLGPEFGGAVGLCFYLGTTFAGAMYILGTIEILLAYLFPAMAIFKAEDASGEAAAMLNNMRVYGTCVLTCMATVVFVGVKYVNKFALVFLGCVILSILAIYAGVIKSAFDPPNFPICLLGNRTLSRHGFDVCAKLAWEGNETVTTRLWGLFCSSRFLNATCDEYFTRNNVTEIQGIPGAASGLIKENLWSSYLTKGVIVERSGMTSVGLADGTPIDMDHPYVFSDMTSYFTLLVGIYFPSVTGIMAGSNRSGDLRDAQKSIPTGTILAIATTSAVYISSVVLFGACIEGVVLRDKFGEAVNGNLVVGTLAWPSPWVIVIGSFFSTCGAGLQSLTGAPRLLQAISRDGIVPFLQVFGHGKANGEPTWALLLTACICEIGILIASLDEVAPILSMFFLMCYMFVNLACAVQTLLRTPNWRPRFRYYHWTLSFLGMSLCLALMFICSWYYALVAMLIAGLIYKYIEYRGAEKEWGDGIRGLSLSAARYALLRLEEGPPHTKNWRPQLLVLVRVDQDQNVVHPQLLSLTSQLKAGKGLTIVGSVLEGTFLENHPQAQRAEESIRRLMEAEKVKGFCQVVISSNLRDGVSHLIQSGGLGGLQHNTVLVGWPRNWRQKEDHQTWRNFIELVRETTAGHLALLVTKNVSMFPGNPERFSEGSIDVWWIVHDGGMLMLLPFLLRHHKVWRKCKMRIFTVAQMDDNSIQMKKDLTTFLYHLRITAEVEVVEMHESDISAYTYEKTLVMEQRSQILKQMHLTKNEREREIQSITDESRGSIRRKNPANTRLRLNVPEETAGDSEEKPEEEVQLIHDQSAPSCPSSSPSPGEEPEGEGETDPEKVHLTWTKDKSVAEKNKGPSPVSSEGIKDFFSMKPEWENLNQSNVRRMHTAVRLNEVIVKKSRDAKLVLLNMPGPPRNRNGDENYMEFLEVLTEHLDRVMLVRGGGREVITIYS
eIF4E-4G inh: blocks eIF4E binding to eIF4G; P63073+Q04637; TR-FRET eIF4E-eIF4GI(517-606) binding, 2 h; inhibition, % at 21.7 µM; 220,000 tested, 0.37% active; AID 782;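 note: 0% = full FRET control wells and 100% = background wells lacking eIF4GI fragment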
14-3-3 Bad PPI: disrupts binding of bovine 14-3-3 zeta to phospho-Bad peptide; inhibition, % at 21.7 µM; AID 781; 220,000 tested, 0.71% active; TR-FRET 14-3-3zeta/Dy647-pBad peptide displacement, 1 h;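 active = inhibition above about 70%, limit read from the data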;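 note: 0% = full 14-3-3 plus peptide FRET controls and 100% = background without 14-3-3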
NCF1 inh: inhibitors of human p47phox binding | 220,000 tested, 0.53% active | P14598 | inhibition, % at 24.7 µM | p47phox/p22phox peptide binding, fluorescence polarization, 2 h | AID 1274;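 note: 0% = p47phox with labelled peptide and 100% = labelled peptide alone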
Thrombin inh: thrombin (human) inhibition; AID 1046; inhibition, % at 5 µM; P00734; alpha-thrombin, Boc-VPR-AMC fluorogenic substrate cleavage; 220,000 tested, 0.26% active;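 active = inhibition at or above 40%; inactive = inhibition below 40%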;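 note: 0% = enzyme with no compound and 100% = wells without enzyme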
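System – human alpha-thrombin · Medium – pH 7.5 Tris (50 mM) with NaCl 150 mM, Tween 20 0.05% · Compound – single-point dosing at 5 µM, 0.2% DMSO · Incubation – enzyme reaction carried out at room temperature · Technique – fluorescence of released AMC, ex 355 nm, em 460 nm · Read-out basis – % inhibition of thrombin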
Furin inh: inhibitors of human furin | P09958 | purified furin, fluorogenic substrate cleavage | inhibition, % at 30 µM | 220,000 tested, 0.061% active; in the data active = inhibition above about 25%; note: inactives centre near -15
EBV gp42 block: inhibitors of Epstein-Barr virus glycoprotein 42; Fluorescence polarization binding assay, mP read-out; inhibition, % (tested at 21.74 µM); Q1HVG2; 220,000 tested, 0.42% active; in the data active = inhibition above about 50%
Rad51 HR inh: blocks human Rad51 in homologous recombination; hRad51 DNA strand exchange, fluorescence dequenching; 200,000 tested, 0.085% active; AID 1385; inhibition, % at 10 µM; Q06609;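 active = inhibition above 40% at the single screening dose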;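 note: 0% = DMSO control wells and 100% = blanks with heterologous ssDNA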
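System: hRad51 filaments on single-stranded DNA; reagent: Fluorescein- and BHQ1-tagged 47-mer duplex; compound dosing: one concentration, 10 µM final; timing: filaments 15 min 37 °C, then compound 30 min; measured by: fluorescein emission 520 nm, excitation 485 nm; benchmarks: per-plate controls and blanks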
KLK5 inh: blocks human kallikrein 5 protease activity. 210,000 tested, 0.59% active. Q9Y337. recombinant hK5, fluorogenic AMC substrate cleavage. inhibition, % at 5 µM;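 active = inhibition of 40% or more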;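 note: 0% = enzyme controls without compound and 100% = no-enzyme blanks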
Numbers without * were called inactive; x = not tested or not shown; [ ] = another dose, or the depositor's remark.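 Rule for the calls, unless noted: active = inhibition above about 30% (limit read from the data); inactive = the rest.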

The opening 2 records, ahead of the listing:
SMILES	KCC2 mod	eIF4E-4G inh	14-3-3 Bad PPI	NCF1 inh	Thrombin inh	Furin inh	EBV gp42 block	Rad51 HR inh	KLK5 inh
CCSc1cc(C)nc2c(-c3ccccc3)cnn12	-0.21	5	-3	-8	3	-8	-7	19	-2
CC(=O)Nc1ccc(NC2=CC(=O)CC(C)(C)C2)cc1	-0.31	-12[fluorescence artefact?]	-12	-10	-4	1[20 µM]	-16	8	-9

The list itself, previewed entries included:
SMILES	KCC2 mod	eIF4E-4G inh	14-3-3 Bad PPI	NCF1 inh	Thrombin inh	Furin inh	EBV gp42 block	Rad51 HR inh	KLK5 inh
CCSc1cc(C)nc2c(-c3ccccc3)cnn12	-0.21	5	-3	-8	3	-8	-7	19	-2
CC(=O)Nc1ccc(NC2=CC(=O)CC(C)(C)C2)cc1	-0.31	-12[fluorescence artefact?]	-12	-10	-4	1[20 µM]	-16	8	-9
CCOC(=O)c1ccc(NC(=O)CCn2nnc3ccccc32)cc1	0.0087	6	2[fluorescence artefact?]	7	1	-17[20 µM]	-26	-1	-7
COc1cc(CNc2nnnn2C)ccc1OCc1c(F)cccc1Cl	0.58	-3	-7	-6	-4	-22	0	4	-9
O=C1CCCC/C1=C/NCc1ccc(F)cc1	-0.087	-3	-2	-2	1	-8	-13	18	-3
COCCCn1c(=S)[nH]c(C)c(C)c1=O	0.48	5	-3	-9	-5	-10	-16	-14	-6
COc1cc(/C=N/NC(=O)CCc2ccccc2)ccc1O	-0.2	6[fluorescence artefact?]	-4[fluorescence artefact?]	6	2	-25	-4	x	-9
O=C(CCN1C(=O)c2ccccc2C1=O)Nc1ccc(S(=O)(=O)N2CCOCC2)cc1	-0.38	-1	5	-4	2	-17[20 µM]	-2	0	-8
CC12CN(S(=O)(=O)c3ccccc3)CC(C)(CN(S(=O)(=O)c3ccccc3)C1)C2	1.1	0[fluorescence artefact?]	6	-14	-4	-17[20 µM]	-2	1	2
Oc1c(Cl)cc(Cl)cc1/C=N/c1nc(-c2ccc(Cl)cc2)cs1	-0.41	6	-4	-20	1	-25	-13	-17	-1
O=C(c1ccco1)N1CCN(S(=O)(=O)c2cccc3nsnc23)CC1	-0.93	1	0	-9	-4	-13	-17	-6	2
O=C(CN1CCOCC1)Nc1ccc2c(c1)CCC2	1.4	-9	-1	-11	-5	-25	-8	9	-1
Cc1ccccc1C(=O)Nc1nc(=S)ss1	11*	2	41	-9	3	-12	-8	3	8
CCOC(=O)CCCNC(=O)CCNC(=O)c1ccc(OCCC(C)C)cc1	-0.15	-1	-3	-3	3	-19	-4	0	3
O=S(=O)(NC1CCCCC1Sc1ncccn1)c1ccc(Cl)cc1 (stereo not drawn)	0.75	-5[fluorescence artefact?]	14	3	6	-4	-23	4	-20
CN(C)c1nc(N(C)C)nc(N(C#N)CN2C(=O)c3ccccc3S2(=O)=O)n1	0.032	-2	-2	4	-11	-23	2	x	-1
CC1CCN(C(=O)CNC(=O)c2cccc(OC(F)F)c2)CC1	-0.0087	-3	-14	1	-3	-20	3	21	-14
COc1ccc(C(=O)Nc2cc(OCc3ccccc3)c(Cl)cc2Cl)cc1	x	1	-7	-11	2	-15[20 µM]	-9	x	-7
CCOc1ccc(NC(=O)NNC(=O)c2ccc(Cl)cc2Cl)cc1	0.58	0	-12	-2	-4	-17	-25	10	15
CCc1nnc(NS(=O)(=O)c2ccc(N/C=C/C(=O)c3ccc(OC)cc3)cc2)s1	-0.39	-1	3	19	-9	-28	-11	-2	-2
CCOC(=O)c1sc(NC(=O)CSc2nnnn2-c2ccc(C)cc2)c(C(=O)OCC)c1C	x	-11	-2	0	-1	-37	-66	-6	7
CCCCN(C(=O)NC(=O)Nc1ccc(C)cn1)S(C)(=O)=O	0.11	-1[fluorescence artefact?]	1	-2	-8	-58	-19	4	-9
Cn1c(C(=O)NCCN2CCN(c3ccccc3F)CC2)cc2c(=O)n(C)c3ccccc3c21	-4.7*	0	4	-13	-2	-11	-16	x	-4
CC(=O)Oc1ccccc1C1=NN(C(C)=O)C(c2ccccc2)C1 (stereo not drawn)	0.2	4	-5	-4	2	-14	-20	x	x
Cc1ccc2nc(NC(=O)Cc3cccs3)sc2c1	x	4	-2	-6	-4	-9[20 µM]	-15	-1	10
CCc1ccccc1OCCCOc1ccc(OC)cc1	-0.99	-2	-1	-2	-10	-1[20 µM]	-20	7	-17
CC(C(=O)Oc1ccc2c(c1)OCO2)N1C(=O)c2ccccc2C1=O (stereo not drawn)	-0.56	-1[fluorescence artefact?]	-2[fluorescence artefact?]	0	0	-19	-10	3	6
COc1ccc(CC(=O)Nc2c3c(nn2-c2cccc(Cl)c2)CS(=O)C3)cc1 (stereo not drawn)	-0.96	-7[fluorescence artefact?]	-6[fluorescence artefact?]	-12	-1	8[20 µM]	-9	6	4
COc1ccc(S(=O)(=O)N2CCCCC2)cc1NC(=O)c1ccc([N+](=O)[O-])o1	-0.037	0	-1	-6	-10	-25	-9	-2	-4
COc1ccc(CN(C(=O)c2cnccn2)C(C(=O)Nc2ccc(F)cc2)c2ccccc2)cc1 (stereo not drawn)	-0.061	-3	-8[fluorescence artefact?]	-8	0	-25[20 µM]	3	-4	-5
COc1ccc(-c2csc(Cc3nnc(N4CCOCC4)n3-c3ccccc3)n2)cc1	0.42	0	2	-21	4	-9	-27	-5	-19
CC(C)(C)OC(=O)NC(CO)c1cn([C@@H](Cc2cc3ccccc3[nH]2)C(=O)N2CCN(C(=O)OC(C)(C)C)CC2)nn1 (stereo partly drawn)	0.04	2	-3	-6	1	-32	-8	x	2
CC1=CCC(C(=O)O)C(C(=O)Nc2cccnc2)C1 (stereo not drawn)	0.044	2	-4	2	3	-23	3	10	-6
C=CCSc1nccc(-c2cc(Cl)sc2Cl)n1	-1.2	-1	-3	-9	-2	-20[20 µM]	50	-11	-2
Cc1cccc(C)c1NC(=S)NCCSc1ccc(Cl)cc1	-0.59	-1	1	-1	1	-10	8	-4	-4
COc1cccc(CNc2ccc(N3CCC(C)CC3)cc2)c1OC	-1.3	1[fluorescence artefact?]	-7	-5	8	-6[20 µM]	-19	-6	-6
COc1ccc(OC)c(C2C3=C(COC3=O)Nc3cc4c(cc32)OCO4)c1 (stereo not drawn)	x	-12	8[fluorescence artefact?]	-3	4	-14[20 µM]	-17	-10	-11
O=C(CCC(=O)NNC(=S)Nc1ccccc1)NCc1ccccc1	0.97	-4	0	-11	-1	-10[20 µM]	-15	0	7
Cc1c(C(=O)NCc2ccc3c(c2)OCO3)oc2ccc(S(=O)(=O)N3CCC(C)CC3)cc12	0.26	2	13	0	-5	-19[20 µM]	-12	2	-16
CCOc1cc2[nH]c(=O)n(CCCCC(=O)NC3CCCCCC3)c(=O)c2cc1OCC	x	7[fluorescence artefact?]	1	-11	0	-4	-7	12	-12
c1cc2c(cc1-c1[nH]ncc1CN1CC3C[C@@H]4CC1C[C@H](C3)C4)OCO2	-0.16	1	-3	-8	-8	-25	-8	0	-3
O=C(CCS(=O)(=O)c1cccc2nsnc12)N1CC(=O)N(CCc2ccccc2)C(=O)C1	-1.6	-3	1	-11	1	-17	-20	9	30
O=C(Nc1cccc(F)c1)N1CCN(C/C=C/c2ccccc2)CC1	-0.82	2	4	-3	-7	-13[20 µM]	7	-3	-1
COc1ccc(Oc2cc(C)nc(Cl)n2)nn1	0.58	-1	-13	-1	-7	-9	0	3	-6
c1ccc(OCc2nc3ccccc3s2)cc1	-0.16	2	-1	-7	-9	-7[20 µM]	-23	2	-2
COc1ccc(C(NC(=O)CNC(C)=O)C(=O)Nc2ccc3c(c2)OCCO3)cc1 (stereo not drawn)	x	2	34[fluorescence artefact?]	-2	-3	-14	-3	-1	-3
Cc1ccc(-c2ccc(/C=N/NC(=O)Cc3nnc(N)s3)o2)cc1Cl	0.14	3	-12	-20	-5	-7	-10	1	4
CCCCNC(=O)c1c(O)c2cccc3c2n(c1=O)CCC3	0.96	-3	-13	-4	-11	-19	-14	-2	-1
NC(=O)c1ccc(C(F)(F)F)n(Cc2ccc(F)c(F)c2)c1=O	0.37	-1	10	-5	-3	-6	-1	9	5
CCOc1ccc(-c2csc(NC(=O)C3CCCO3)n2)cc1 (stereo not drawn)	x	1	4	0	-2	-14[20 µM]	8	5	-24
CCCC(=O)Nc1cccc(NC(=O)CN2CCN(c3ccccc3OC)CC2)c1	0.13	-5	2	-4	2	-13	-2	10	16
O=C(CSc1nc2ccccc2s1)Nc1ccc(C(=O)O)cc1	0.38	1	2	-12	-1	-11	-18	-10	-7
O=C(O)COn1c(-c2ccccc2)nc2ccc(Cl)cc21	0.28	3	-8	-3	4	-33	-4	16	-4
COc1cccc(C(C(=O)NCC2CCCO2)N(CC2CCCO2)C(=O)CN2C(=O)c3ccccc3S2(=O)=O)c1 (stereo not drawn)	x	-2	-6	1	1	-29	-5	x	x
O=C(Cn1cnc2c(nnn2-c2ccc(F)cc2)c1=O)N1CCCc2ccccc21	-4.4*	0	-5	1	-13	-24[20 µM]	-2	-2	-7
Cc1cccc(NC(=S)N2CCCCC2c2cccnc2)c1C (stereo not drawn)	1.2	2	-8	-6	-4	-12	-1	9	13
CC(=O)Nc1ccc(C(=O)OCC(=O)NC2CCCCCCC2)cc1	-0.076	0	-4	-5	2	-32	-28	20	3
O=[N+]([O-])c1cccc(-c2nc3ccccc3s/c2=N/O)c1	-2.6	10	-4	4	-5	0	12	-1	-1
CN(C)c1ccc(C(=O)Nc2cc(C(F)(F)F)ccc2-n2cncn2)cc1	1.4	1	3	-18	1	-8[20 µM]	-1	-2	1
O=C(NCC(c1cccnc1)N1CCOCC1)c1ccco1 (stereo not drawn)	-0.16	0	6	-17	-5	-13[20 µM]	-4	-3	0

Other structures follow:
SMILES	KCC2 mod	eIF4E-4G inh	14-3-3 Bad PPI	NCF1 inh	Thrombin inh	Furin inh	EBV gp42 block	Rad51 HR inh	KLK5 inh
COCCn1c(C)cc(/C=C2/NC(=O)N(c3cccc(Cl)c3)C2=O)c1C	1.4	3	-4	-9	-5	-24	-13	-4	-1
Cc1nn2c(NCCCN3CCOCC3)c3c(nc2c1-c1ccccc1)CCC3	0.032	6	-6	-12	1	-11	4	-10	-25
Brc1ccccc1OCCOc1cccc2cccnc12	0.31	9	0	-5	0	-20	2	8	0
Cc1nc2ccccc2c(C)c1C(=O)c1ccccc1	-1.5	-1	25	-2	-9	11	-7	25	-1
Cc1ccc(NC(=O)COC(=O)C2CC3C=CC2C3)cc1S(=O)(=O)N1CCCCC1 (stereo not drawn)	-1.1	0	-8	-8	-9	-14	8	-2	-10
Cc1ccc2nc(SCC(=O)c3c(C)[nH]c4ccccc34)[nH]c2c1	-1.1	17	-6[fluorescence artefact?]	-50	-7	-10	15	4	-12

Some of the entries above in another layout:
Compound | KCC2 mod | eIF4E-4G inh | 14-3-3 Bad PPI | NCF1 inh | Thrombin inh | Furin inh | EBV gp42 block | Rad51 HR inh | KLK5 inh
COCCn1c(C)cc(/C=C2/NC(=O)N(c3cccc(Cl)c3)C2=O)c1C | 1.4 | 3 | -4 | -9 | -5 | -24 | -13 | -4 | -1
Cc1nn2c(NCCCN3CCOCC3)c3c(nc2c1-c1ccccc1)CCC3 | 0.032 | 6 | -6 | -12 | 1 | -11 | 4 | -10 | -25
Brc1ccccc1OCCOc1cccc2cccnc12 | 0.31 | 9 | 0 | -5 | 0 | -20 | 2 | 8 | 0
Cc1nc2ccccc2c(C)c1C(=O)c1ccccc1 | -1.5 | -1 | 25 | -2 | -9 | 11 | -7 | 25 | -1

Rows are unselected; overall some 4.7% were active at least once.
